Compound activity: PubChem, several laboratories
TRPC4 act = activators of mouse TRPC4 channel, primary screen, Fluo4 calcium, HEK293 TRPC4beta/mu-opioid cells | Short transient receptor potential channel 4 (Mus musculus), Q9QUQ5 | Fluo4 calcium fluorescence; stronger effect = higher value | B-score at 10 µM | actives 0.49% (n = 310,000) | AID 2237, 2010;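 active = B-score above 5 SD of library B-scores, and initial fluorescence ratio not above library mean plus 5 SD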;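 also: positive B-score marks a calcium rise read as TRPC4 activation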
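System – HEK293 cells stably co-expressing mouse TRPC4beta and mu-opioid receptor · Signal – Fluo4 calcium-sensitive dye fluorescence, kinetic, 1 Hz baseline · Benchmarks – buffer (low) and maximal DAMGO (high) · Read-out – B score of integrated fluorescence ratio per well · Incubation – dye loading 45 min room temperature, 110 s kinetic read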
KCNQ1 block = inhibitors of human KCNQ1 channel, primary screen, cell-based, thallium flux, high-throughput. Potassium voltage-gated channel subfamily KQT member 1 (Homo sapiens), P51787. CHO-K1 KCNQ1, FluxOR thallium flux fluorescence; stronger effect = higher value. B-score at 10 µM. actives 1.3% (n = 310,000);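 active = compounds whose thallium flux B-score, printed positive for inhibition, exceeds three library SD while starting fluorescence stays within three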;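 also: channel opened by potassium depolarization with thallium stimulus after 20 min compound exposure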
TRPC4 PAM = positive allosteric modulators of TRPC4, primary screen, cell-based, mouse TRPC4beta, HEK293 mu-opioid, Fluo-4 calcium; DAMGO EC20, Fluo-4 Ca2+ flux; stronger effect = higher value; B-score at 10 µM; actives 0.42% (n = 310,000);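 active = B-score of calcium response area above 5 SD of library B-scores, with initial fluorescence ratio within 5 SD of library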;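 also: B-score of integrated fluorescence ratio over time as area under calcium response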
HDAC3 inh = HDAC3 deacetylase inhibitors, primary screen, biochemical, fluorescence, cell-free homogeneous | recombinant HDAC3, fluorogenic peptide/trypsin coupled | inhibition, % at 8.3 µM | actives 0.15% (n = 320,000) | AID 2718, 2010; in the data active = inhibition above about 26%, passing the limit was not always enough
ANO1 activ = TMEM16A chloride channel activators or potentiators, primary screen, cell-based, HTS; Anoctamin-1 (Mus musculus), Q8BHY3; HEK293 TMEM16A/YFP-H148Q/I152L, iodide quench fluorescence; stronger effect = lower value; B-score at 10 µM; actives 0.3% (n = 340,000); AID 623877, 2012;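 active = fluorescence-ratio B-score plate-corrected deviation score at least 3 library SD below zero, with starting fluorescence score within 5 deviations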;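 also: channel opened by trigger with iodide after compound preincubation; score built on the fluorescence ratio of max minus min over baseline; more negative score means more quench and so TMEM16A activation or potentiation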
hERG rescue = hERG rescue from dofetilide block, primary screen, cell-based, CHO-hERG, FluxOR thallium flux, dofetilide IC70; dofetilide IC70 present; activation (rescue from dofetilide block), less the hit threshold, % at 10 µM; actives 0.51% (n = 310,000);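 active = activation above the mean of controls blocked by dofetilide plus 5 SD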;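 also: thallium influx through hERG after potassium depolarization seen as dye fluorescence rise; in these data hits start at about 4.7%; inactives centre near -7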
Target sequence (Q12809 whole entry, looked up): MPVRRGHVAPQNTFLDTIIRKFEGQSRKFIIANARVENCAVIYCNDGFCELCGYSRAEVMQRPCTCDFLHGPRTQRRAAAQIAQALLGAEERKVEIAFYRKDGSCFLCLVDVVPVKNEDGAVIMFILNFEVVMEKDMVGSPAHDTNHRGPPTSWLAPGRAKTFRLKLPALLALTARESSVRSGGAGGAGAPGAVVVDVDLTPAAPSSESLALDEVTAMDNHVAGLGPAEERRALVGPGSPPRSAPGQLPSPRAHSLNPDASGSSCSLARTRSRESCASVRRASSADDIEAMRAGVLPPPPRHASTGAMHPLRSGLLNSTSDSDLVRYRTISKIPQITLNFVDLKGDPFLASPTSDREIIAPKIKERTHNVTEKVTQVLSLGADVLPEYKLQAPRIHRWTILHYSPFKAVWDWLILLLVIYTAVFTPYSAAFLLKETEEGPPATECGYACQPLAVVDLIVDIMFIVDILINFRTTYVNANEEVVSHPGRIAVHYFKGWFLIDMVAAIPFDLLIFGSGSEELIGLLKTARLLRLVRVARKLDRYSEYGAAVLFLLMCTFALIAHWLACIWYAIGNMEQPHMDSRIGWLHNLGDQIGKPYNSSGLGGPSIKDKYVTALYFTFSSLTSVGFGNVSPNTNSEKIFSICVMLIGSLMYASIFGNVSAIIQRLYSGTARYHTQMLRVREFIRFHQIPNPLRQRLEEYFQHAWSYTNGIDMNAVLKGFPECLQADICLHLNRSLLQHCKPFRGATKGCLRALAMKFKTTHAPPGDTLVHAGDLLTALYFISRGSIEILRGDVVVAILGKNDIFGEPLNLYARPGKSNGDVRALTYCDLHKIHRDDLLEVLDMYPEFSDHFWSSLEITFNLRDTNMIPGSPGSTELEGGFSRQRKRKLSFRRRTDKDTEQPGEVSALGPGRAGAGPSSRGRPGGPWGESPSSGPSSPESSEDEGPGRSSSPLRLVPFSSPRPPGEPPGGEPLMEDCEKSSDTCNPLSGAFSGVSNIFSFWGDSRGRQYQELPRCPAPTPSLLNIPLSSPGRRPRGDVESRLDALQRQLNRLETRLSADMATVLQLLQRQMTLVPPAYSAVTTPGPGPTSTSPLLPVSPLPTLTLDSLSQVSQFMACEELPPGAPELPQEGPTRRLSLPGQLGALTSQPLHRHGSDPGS
KCNK3 inh = human KCNK3 channel inhibitors, primary screen, CHO cells, FluxOR thallium flux, B-score; Potassium channel subfamily K member 3 (Homo sapiens), O14649; actives 0.84% (n = 340,000); B-score at 10 µM; AID 602410, 2012; FluxOR fluorescence; stronger effect = lower value;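 active = B-score under library mean minus 4 SD, starting fluorescence ratio at most library mean plus 5 SD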;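 also: more negative B-score means stronger inhibition of thallium flux through KCNK3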
KCNQ1 pot = potentiators or activators of KCNQ1 channel, primary screen, cell-based, thallium flux, high-throughput. Potassium voltage-gated channel subfamily KQT member 1 (Homo sapiens), P51787. AID 2648, 2010. actives 0.35% (n = 310,000). CHO-K1 KCNQ1, thallium flux FluxOR fluorescence; stronger effect = higher value. B-score at 10 µM;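 active = fluorescence ratio B-score, a plate-corrected score, at least three library SD, with initial intensity B-score within 5 SD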
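Test system: CHO-K1 cells stably expressing KCNQ1 / Medium: assay buffer / Also added: depolarizing K+/Tl+ stimulus, K2SO4 and Tl2SO4 each 12.5 mM in 5x stock / Incubation: 90 min dye loading and 20 min compound exposure, both at room temperature / Signal: thallium influx via FluxOR fluorescence, kinetic imaging / Evaluation: B score of baseline-normalized fluorescence ratio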
TMEM16A inh = TMEM16A chloride channel inhibitors, primary screen, cell-based, HTS; Anoctamin-1 (Mus musculus), Q8BHY3; HEK293 TMEM16A/YFP iodide influx fluorescence, ionomycin; normalized B-score (activity score, 25-100; higher = stronger inhibition) at 10 µM; actives 1.2% (n = 310,000); AID 588511, 2011;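 active = ratio plate-corrected score three or more library SD toward inhibition, starting fluorescence score within five deviations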;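 also: score derived from kinetic fluorescence span divided by baseline fluorescence per well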
Dyrk1A ADPGlo = rat Dyrk1A kinase inhibitors, primary screen, biochemical, single point, plate reader; Dual specificity tyrosine-phosphorylation-regulated kinase 1A (Rattus norvegicus), Q63470; ADP-Glo luminescence, NFATc1 peptide; inhibition, % at 12.5 µM; actives 0.43% (n = 310,000); AID 504441, 2011; in the data active = inhibition above about 50%;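 also: plate controls were vehicle with enzyme for no effect and no enzyme for full effect; many of its hits are not listed in these tables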
KCNK9 block = KCNK9 potassium channel inhibitors, primary screen, HEK293 cells, thallium flux | AID 488922, 2010 | Potassium channel subfamily K member 9 (Homo sapiens), Q9NPC2 | B-score at 10 µM | FluxOR thallium flux fluorescence; stronger effect = lower value | actives 1.2% (n = 310,000);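 active = ratio B-score over 3 SD below the library mean, with starting fluorescence within 5 SD of its mean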;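 also: negative B-score means less thallium flux so channel inhibition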
Active calls of the source: *. Not all compounds are listed; the hit share may differ from the screen's.

Screening COc1ccc(Cn2nnnc2C(C(C)C)N2CCN(c3ccccc3OC)CC2)cc1 (centres undefined) returned TRPC4 act inactive, KCNQ1 block inactive, TRPC4 PAM inactive, HDAC3 inh 2, ANO1 activ inactive, hERG rescue -12, KCNK3 inh inactive, KCNQ1 pot inactive, TMEM16A inh inactive, Dyrk1A ADPGlo -6 and KCNK9 block inactive.
For Cc1cc(N)c(-n2cc3c(=O)n(C)c(=O)n(C)c3c2)cc1C the results were TRPC4 act inactive, KCNQ1 block inactive, TRPC4 PAM inactive, HDAC3 inh 0, ANO1 activ inactive, hERG rescue -6, KCNK3 inh inactive, KCNQ1 pot inactive, TMEM16A inh inactive, Dyrk1A ADPGlo 16 and KCNK9 block inactive.
For Cc1cc(C)c(NC(=O)CS(=O)CC(=O)NC2CCCc3ccccc32)c(C)c1 (centres undefined) the results were TRPC4 act inactive, KCNQ1 block inactive, TRPC4 PAM inactive, HDAC3 inh 3, ANO1 activ inactive, hERG rescue -12, KCNK3 inh inactive, KCNQ1 pot inactive, TMEM16A inh inactive, Dyrk1A ADPGlo -3 and KCNK9 block inactive.
For CCCN(CC(=O)Nc1ccccc1C)C(=O)c1ccc(S(=O)(=O)N2CCCC2)cc1 the results were TRPC4 act inactive, KCNQ1 block inactive, TRPC4 PAM inactive, HDAC3 inh 3, ANO1 activ inactive, hERG rescue -11, KCNK3 inh inactive, KCNQ1 pot inactive, TMEM16A inh inactive, Dyrk1A ADPGlo 1 and KCNK9 block inactive.
For COCc1cc(C)nc(Nc2cc(C)ccc2C)c1C#N the results were TRPC4 act inactive, KCNQ1 block inactive, TRPC4 PAM inactive, HDAC3 inh 2, ANO1 activ inactive, hERG rescue -1, KCNK3 inh inactive, KCNQ1 pot inactive, TMEM16A inh inactive, Dyrk1A ADPGlo -2 and KCNK9 block inactive.
For CCOc1ccc(Br)cc1S(=O)(=O)N1CCC(C(N)=O)CC1 the results were TRPC4 act inactive, KCNQ1 block inactive, TRPC4 PAM inactive, HDAC3 inh -5, ANO1 activ inactive, hERG rescue -20, KCNK3 inh inactive, KCNQ1 pot inactive, TMEM16A inh inactive, Dyrk1A ADPGlo 5 and KCNK9 block inactive.
COc1ccc(NC(=O)c2cc(S(=O)(=O)N3CCCC3)ccc2OC)cc1 was read as TRPC4 act inactive, KCNQ1 block inactive, TRPC4 PAM inactive, HDAC3 inh 3, ANO1 activ inactive, hERG rescue -2, KCNK3 inh inactive, KCNQ1 pot inactive, TMEM16A inh inactive, Dyrk1A ADPGlo -1 and KCNK9 block inactive.
`Cc1ccc2nc(SCC(=O)N3CCOCC3)[nH]c2c1` gave TRPC4 act inactive, KCNQ1 block inactive, TRPC4 PAM inactive, HDAC3 inh -4, ANO1 activ inactive, hERG rescue -11, KCNK3 inh inactive, KCNQ1 pot inactive, TMEM16A inh inactive, Dyrk1A ADPGlo 4 and KCNK9 block inactive.
CCCCCC(=O)Nc1cccc(C2=NOC3(C2)C[C@H](C(N)=O)N(C(=O)CC)C3)c1 (some centres undefined) was read as TRPC4 act inactive, KCNQ1 block inactive, TRPC4 PAM inactive, HDAC3 inh 0, ANO1 activ inactive, hERG rescue -2, KCNK3 inh inactive, KCNQ1 pot inactive, TMEM16A inh inactive, Dyrk1A ADPGlo 1 and KCNK9 block inactive.
`COc1ccc(C(NC(=O)c2ccc(=O)[nH]c2)C(=O)Nc2ccc(C(C)C)cc2)cc1` (centres undefined) gave TRPC4 act inactive, KCNQ1 block inactive, TRPC4 PAM inactive, HDAC3 inh 4, ANO1 activ inactive, hERG rescue -9, KCNK3 inh inactive, KCNQ1 pot inactive, TMEM16A inh inactive, Dyrk1A ADPGlo 8 and KCNK9 block inactive.
`COc1cc2ccccc2cc1C(=O)N(CCN(C)C)c1nc2c(F)cc(F)cc2s1` gave TRPC4 act inactive, KCNQ1 block inactive, TRPC4 PAM inactive, HDAC3 inh 6, ANO1 activ inactive, hERG rescue -9, KCNK3 inh inactive, KCNQ1 pot inactive, TMEM16A inh 25*, Dyrk1A ADPGlo 5 and KCNK9 block inactive.
Screening CCC(C)(C)NC(=O)C(c1cccc(OC)c1OC)N(CCC(C)C)C(=O)CCC(=O)Nc1cc(C)on1 (centres undefined) returned TRPC4 act inactive, KCNQ1 block inactive, TRPC4 PAM inactive, HDAC3 inh 4, ANO1 activ inactive, hERG rescue -9, KCNK3 inh inactive, KCNQ1 pot inactive, TMEM16A inh inactive, Dyrk1A ADPGlo -1 and KCNK9 block inactive.
COc1ccc(C2C(C(C)=O)=C(C)Nc3ncnn32)cc1 (centres undefined) was read as TRPC4 act inactive, KCNQ1 block inactive, TRPC4 PAM inactive, HDAC3 inh 2, ANO1 activ inactive, hERG rescue -11, KCNK3 inh inactive, KCNQ1 pot inactive, TMEM16A inh inactive, Dyrk1A ADPGlo 3 and KCNK9 block inactive.
Screening CC(C)Cc1nnc(NC(=O)CCC(=O)N2CCN(Cc3ccccc3)CC2)s1 returned TRPC4 act inactive, KCNQ1 block inactive, TRPC4 PAM inactive, HDAC3 inh 0, ANO1 activ inactive, hERG rescue -4, KCNK3 inh inactive, KCNQ1 pot inactive, TMEM16A inh inactive, Dyrk1A ADPGlo 4 and KCNK9 block inactive.
For COc1ccc(-c2coc3c(C)c4oc(=O)c(CCC(=O)O)c(C)c4cc23)cc1 the results were TRPC4 act inactive, KCNQ1 block inactive, TRPC4 PAM inactive, HDAC3 inh 5, ANO1 activ inactive, hERG rescue -8, KCNK3 inh inactive, KCNQ1 pot inactive, TMEM16A inh inactive, Dyrk1A ADPGlo -1 and KCNK9 block inactive.
O=C(O)CNS(=O)(=O)c1ccc2c(c1)C(=O)c1cc(S(=O)(=O)NCC(=O)O)ccc1-2 was read as TRPC4 act inactive, KCNQ1 block inactive, TRPC4 PAM inactive, HDAC3 inh -4, ANO1 activ inactive, hERG rescue -8, KCNK3 inh inactive, KCNQ1 pot inactive, TMEM16A inh inactive, Dyrk1A ADPGlo 2 and KCNK9 block inactive.
Screening CCCCCN(C(=O)CCCSc1nncs1)c1c(N)n(CCCC)c(=O)[nH]c1=O returned TRPC4 act inactive, KCNQ1 block inactive, TRPC4 PAM inactive, HDAC3 inh -14, ANO1 activ inactive, hERG rescue -5, KCNK3 inh inactive, KCNQ1 pot inactive, TMEM16A inh inactive, Dyrk1A ADPGlo 0 and KCNK9 block inactive.
Screening COc1ccc(C(=O)/C=C/N(C)C)cc1 returned TRPC4 act inactive, KCNQ1 block inactive, TRPC4 PAM inactive, HDAC3 inh 6, ANO1 activ inactive, hERG rescue -2, KCNK3 inh inactive, KCNQ1 pot inactive, TMEM16A inh inactive, Dyrk1A ADPGlo 4 and KCNK9 block inactive.
O=C(NN1CCOCC1)c1cccc(F)c1 was read as TRPC4 act inactive, KCNQ1 block inactive, TRPC4 PAM inactive, HDAC3 inh -8, ANO1 activ inactive, hERG rescue -6, KCNK3 inh inactive, KCNQ1 pot inactive, TMEM16A inh inactive, Dyrk1A ADPGlo -2 and KCNK9 block inactive.
`CCOC(=O)N1CCN(C(=S)NC(=O)c2ccnn2C)CC1` gave TRPC4 act inactive, KCNQ1 block inactive, TRPC4 PAM inactive, HDAC3 inh 1, ANO1 activ inactive, hERG rescue -4, KCNK3 inh inactive, KCNQ1 pot inactive, TMEM16A inh inactive, Dyrk1A ADPGlo 6 and KCNK9 block inactive.
O=C(CCSc1nnc(-c2ccncc2)o1)Nc1ccccc1 was read as TRPC4 act inactive, KCNQ1 block inactive, TRPC4 PAM inactive, HDAC3 inh -1, ANO1 activ inactive, hERG rescue -8, KCNK3 inh inactive, KCNQ1 pot inactive, TMEM16A inh inactive, Dyrk1A ADPGlo -1 and KCNK9 block inactive.
For Cc1ccc(-c2onc(C)c2C)cc1S(=O)(=O)N1CC(C)Oc2ccccc21 (centres undefined) the results were TRPC4 act inactive, KCNQ1 block inactive, TRPC4 PAM inactive, HDAC3 inh -3, ANO1 activ inactive, hERG rescue -11, KCNK3 inh inactive, KCNQ1 pot inactive, TMEM16A inh inactive, Dyrk1A ADPGlo -1 and KCNK9 block -8.1*.
Cc1ccc(NC(=O)O/N=C/c2ccc(N(C)C)cc2)cc1 was read as TRPC4 act inactive, KCNQ1 block inactive, TRPC4 PAM inactive, HDAC3 inh 3, ANO1 activ inactive, hERG rescue -4, KCNK3 inh inactive, KCNQ1 pot inactive, TMEM16A inh inactive, Dyrk1A ADPGlo -2 and KCNK9 block inactive.
O=C(c1c(F)c(F)c(F)c(F)c1F)N(Cc1ccccc1)Cc1ccccc1 was read as TRPC4 act inactive, KCNQ1 block inactive, TRPC4 PAM inactive, HDAC3 inh 6, ANO1 activ inactive, hERG rescue -11, KCNK3 inh inactive, KCNQ1 pot inactive, TMEM16A inh inactive, Dyrk1A ADPGlo -1 and KCNK9 block inactive.
COc1ccc(-c2csc3ncnc(NCCCO)c23)cc1 was read as TRPC4 act inactive, KCNQ1 block inactive, TRPC4 PAM inactive, HDAC3 inh -7, ANO1 activ inactive, hERG rescue -5, KCNK3 inh inactive, KCNQ1 pot inactive, TMEM16A inh inactive, Dyrk1A ADPGlo 38 and KCNK9 block inactive.
Screening COc1cc(C(c2sc3nc(C)nn3c2O)N2CCc3ccccc3C2)cc(OC)c1OC (centres undefined) returned TRPC4 act inactive, KCNQ1 block inactive, TRPC4 PAM inactive, ANO1 activ inactive, hERG rescue -12, KCNK3 inh inactive, KCNQ1 pot inactive, TMEM16A inh inactive, Dyrk1A ADPGlo 5 and KCNK9 block inactive.
`Cc1ccc(S(=O)(=O)c2c(C)nn(C(C)(C)C)c2OC(=O)c2ccco2)cc1` gave TRPC4 act inactive, KCNQ1 block inactive, TRPC4 PAM inactive, HDAC3 inh 2, ANO1 activ inactive, hERG rescue -12, KCNK3 inh inactive, KCNQ1 pot inactive, TMEM16A inh inactive, Dyrk1A ADPGlo 5 and KCNK9 block inactive.
